Epigenetic derep – epigenetic control regulation, reporter derepression. murine LDR cells, GFP reporter derepression, 30 h. Potency, µM (series often up to 53.9 µM), without a hit: top-dose GFP activation, hits mostly activators. 280,000 compounds, 0.2% hits; also: potency is read from the fitted curve at half-maximal effect; % of control where 0% means no effect; nearly all actives have a fitted effect of over 60% in size
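Reporter derepression read as number of fluorescent GFP-positive objects, 20-120 um in size, counted by laser-scanning cytometer. Mouse LDR line with an epigenetically silenced CMV-GFP locus; compound incubation 30 h, 37 C.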
HTT aggregate – inhibitors of mutant huntingtin aggregate formation in PC12 cells; 220,000 compounds, 1.1% hits; Potency, µM (doses to about 46.1 µM), for inactives: top-dose activity change, negative = inhibition, usual class: inhibitors; PC12 HttQ103-GFP aggregates, Acumen cytometry, 40 h; also: potency is read from the fitted curve at half-maximal effect; % is scaled to controls: 0 for no effect and ±100 for the full control effect; nearly all actives have a fitted effect of over 60% in size
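Aggregates are detected as GFP objects 1–25 µm with signal 6 STDEV over background in lysates of induced PC12 cells. These carry Huntingtin exon 1 with 103 glutamines fused to GFP under an ecdysone promoter; compounds titrated.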
KinaseGlo FLuc – blocks Kinase-Glo luciferase, a counter-screen artifact; Kinase-Glo luciferase, ATP luminescence, 8 min; AID 1379; Potency, µM (top dose mostly 38.3 µM), for inactives: at the top dose activity change, negative = inhibition, usual class: inhibitors; 200,000 compounds, 0.28% hits; Q27757; also: potency is read from the fitted curve at half-maximal effect; % is scaled to controls: 0 for no effect and ±100 for the full control effect; nearly all actives have a fitted effect of over 60% in size
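Compound is pinned into ATP-containing buffer (10 uM ATP, imidazole pH 7.2, 7 mM MgCl2). Kinase-Glo luciferase reagent is then added. Light output is recorded following an 8-min room-temperature incubation.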
CBFb RUNX1 block – blocks binding between human CBF-beta and RUNX1 | Q01196+Q13951 | AlphaScreen CBFb-His/RUNX1-biotin binding, biochemical | Potency, µM (doses to about 59.8 µM), for the others: at the highest dose activity, negative = inhibition, most hits filed as inhibitors | 230,000 tested, under 10 active | AID 1477; also: % of control where 0% means no effect
Target sequence (Q01196 whole entry, looked up): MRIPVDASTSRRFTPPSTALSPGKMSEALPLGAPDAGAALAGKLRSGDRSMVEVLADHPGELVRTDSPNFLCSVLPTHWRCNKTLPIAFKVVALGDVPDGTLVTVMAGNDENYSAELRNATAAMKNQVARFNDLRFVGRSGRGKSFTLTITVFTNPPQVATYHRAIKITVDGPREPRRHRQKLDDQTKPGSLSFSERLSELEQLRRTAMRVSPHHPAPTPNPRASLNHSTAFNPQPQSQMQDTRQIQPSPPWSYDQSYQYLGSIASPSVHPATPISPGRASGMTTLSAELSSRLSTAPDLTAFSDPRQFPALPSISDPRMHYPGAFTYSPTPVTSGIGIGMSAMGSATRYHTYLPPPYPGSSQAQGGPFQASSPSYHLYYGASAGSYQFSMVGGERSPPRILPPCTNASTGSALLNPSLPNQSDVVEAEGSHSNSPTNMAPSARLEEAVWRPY
Target sequence (Q13951 whole entry, looked up): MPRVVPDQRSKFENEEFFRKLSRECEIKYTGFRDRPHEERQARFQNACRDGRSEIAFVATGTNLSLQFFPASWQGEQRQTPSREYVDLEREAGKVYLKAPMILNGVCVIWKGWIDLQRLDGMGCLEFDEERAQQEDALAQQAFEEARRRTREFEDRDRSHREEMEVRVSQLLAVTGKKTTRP
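AlphaScreen binding: CBFb-His and RUNX1-biotin (30 nM each) preincubated 20 min, compound added for 15 min, then nickel and streptavidin beads for 90 min, all at room temperature. Disruption of the interaction by any mechanism counts as activity.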
LMNA splice mod – modulators of lamin A splicing | AID 1487 | HeLa LMNA splicing GFP/RFP minigene ratio, 48 h | 200,000 compounds, 0.01% hits | Potency, µM (highest dose often 46.1 µM), inactives show at the top dose ratio change, negative = inhibition, most hits filed as inhibitors; active = well fitted inhibition curve with a large enough effect in the signal ratio, with a control signal flat, not every such curve was filed as active; inconclusive = small, poorly fitted or top-dose-only effect, or effect the other way, or a change in a side signal; the % refers to the signal ratio; also: potency is read from the fitted curve at half-maximal effect; % is scaled to controls: 0 for no effect and ±100 for the full control effect
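S3 HeLa stable clones carrying a lamin A-EGFP splicing minigene plus DsRed2 were seeded at 600 cells/well in Opti-MEM with 2% FBS, pin-dosed and incubated 48 h at 37°C. Acumen cytometry (488 nm) gave the GFP/RFP total-intensity ratio.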
NPSR antagonist – antagonists of human neuropeptide S receptor cAMP signaling. Q6W5P4. CHO-NPSR cells, cAMP TR-FRET, antagonist mode. Potency, µM (highest dose often 38.3 µM), for inactives: at the highest dose activity change, negative = inhibition, actives largely listed as inhibitors. 220,000 compounds, 1% hits. AID 1461; also: potency is read from the fitted curve at half-maximal effect; % is scaled to controls: 0 for no effect and ±100 for the full control effect; nearly all actives have a fitted effect of over 50% in size; many of its hits are not listed in these tables
Target sequence (Q6W5P4 whole entry, looked up): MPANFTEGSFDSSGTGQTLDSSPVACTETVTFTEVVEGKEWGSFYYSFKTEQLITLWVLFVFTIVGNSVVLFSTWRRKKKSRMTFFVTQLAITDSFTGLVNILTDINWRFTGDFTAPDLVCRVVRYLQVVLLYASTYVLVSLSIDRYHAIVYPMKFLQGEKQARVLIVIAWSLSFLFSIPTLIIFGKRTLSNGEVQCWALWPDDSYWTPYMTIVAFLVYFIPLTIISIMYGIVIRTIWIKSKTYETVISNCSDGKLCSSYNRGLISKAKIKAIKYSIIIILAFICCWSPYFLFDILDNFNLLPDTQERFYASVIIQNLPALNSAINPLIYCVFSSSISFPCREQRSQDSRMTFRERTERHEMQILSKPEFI
IMPase Li cell – cell-permeable IMPase inhibitors with lithium potentiation | 210,000 compounds, 0.35% hits | Potency, µM (highest dose often 59.4 µM), without a hit: top-dose activity, negative = IMPase inhibition, usual class: inhibitors | CHO-M1 cells, IP1 TR-FRET (IP-One), carbachol + lithium;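 also: IP1 builds up when IMPase is blocked and the TR-FRET signal falls; potency is read from the fitted curve at half-maximal effect; plate controls were basal vehicle for no effect and high inhibitor control for full effect; nearly all actives have a fitted effect of over 50% in size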
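Lithium-sensitised IP1 accumulation assay; M1-expressing CHO cells treated 30 min at 37C with compound. Competitive antibody detection by time-resolved FRET followed a 10 min room-temperature lysis step.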
Starred values were filed as active, the others as inactive; ? = inconclusive; nt = not tested or not shown; [ ] = remark or other dose. Unless noted, calls follow the shape of the dose curve; as a rule, active = well fitted curve in the direction sought with a large enough effect; inconclusive = small, poorly fitted or top-dose-only effect, or another doubt; inactive = no such curve, though single readings can be large; an effect the other way counts as inactive or inconclusive. A portion of the library; rates above refer to the full screens.

SMILES	Epigenetic derep	HTT aggregate	KinaseGlo FLuc	CBFb RUNX1 block	LMNA splice mod	NPSR antagonist	IMPase Li cell
O=C(CCCn1c(=S)[nH]c2cc3c(cc2c1=O)OCO3)N1CCN(c2ccc(F)cc2)CC1	-1.0%	-29%	4%	0%	?	-19%[46.1 µM]	22%[38.3 µM]
CC(=O)c1cccc(NC(=O)N2CCCC2C(=O)Nc2ccc3c(c2)OCCO3)c1 (stereo not drawn)	0.0%	-2%[9.22 µM]	-1%	-2%	-5%[46 µM]	-3%	15%
CCn1ccnc1CNC(=O)CC1C(=O)NCCN1CC(c1ccccc1)c1ccccc1 (stereo not drawn)	-1.7%	-2%	5%	11%	nt	-16%	9%
COCCn1c(-c2ccc(Cl)cc2)cnc1SCC(=O)NCCc1ccc(OC)c(OC)c1	1.3%	-4%	3%	-5%	?	-3%[46.1 µM]	5%
O=C(c1cccc(S(=O)(=O)N2CCOCC2)c1)N1CCCCCC1	-1.0%	-12%	5%	7%	-13%	-10%[46.1 µM]	21%[38.3 µM]
Cc1ccc(S(=O)(=O)Nc2ccc(NC(=O)Nc3cccc(C(F)(F)F)c3)cc2)cc1	2.0%	?	1%	2%	?	?	15%
CCCc1nnc(NC(=O)c2cn(CC)c3cc(N4CCN(C)CC4)c(F)cc3c2=O)s1	2.5%	-3%[9.22 µM]	nt	1%	nt	-3%	nt
Cn1c(Cn2c(=O)sc3ccccc32)nnc1SCC(=O)Nc1ccccc1F	0.1%	-11%	-1%	-2%	1%	4%[46.1 µM]	13%
Cc1ccc(Cn2c(O)c(N=O)c3ccccc32)cc1	4.5%	-5%	1%	-15%	-20%[46 µM]	-26%	-9%
O=C(Nc1ccccc1)c1ccc(S(=O)(=O)N2CCCC2)cc1	-0.8%	1%[9.22 µM]	2%	5%	-9%	-3%[46.1 µM]	5%[38.3 µM]
CC(=O)C1=C(c2ccccc2)NC(=O)NC1c1ccc(O)c(O)c1 (stereo not drawn)	-1.1%	6%[9.22 µM]	0%	?	nt	-10%	3%
Cc1onc(-c2c(Cl)cccc2Cl)c1C(=O)c1c[nH]c(C(=O)NCCCN2CCOCC2)c1	1.3%	-1%	-1%	-4%	5%	-10%[46.1 µM]	16%[38.3 µM]
Cc1cc(C)cc(C(=O)N2CC(C)OC(C)C2)c1 (stereo not drawn)	-3.0%	5%[9.22 µM]	2%	-4%	-6%	?	-12%[38.3 µM]
Nc1ccc(-c2nc3ncccc3o2)c(Cl)c1	-1.3%	16%[9.22 µM]	1%	10%	-20%[46 µM]	-10%	-7%
CNc1nc(N)c([N+](=O)[O-])c(NCc2ccccc2)n1	1.8%	-13%	0%	-5%	?	13%	14%
CCc1ccccc1NC(=O)N1CCCC(CCC(=O)N(C)CCc2ccccn2)C1 (stereo not drawn)	3.8%	2%[9.22 µM]	-1%	0%	24%[46 µM]	-7%	12%
CCOc1cc(N2CCOCC2)c(OCC)cc1NC(=O)Cc1cn2ccsc2n1	0.8%	2%	-10%	-7%	6%	-3%[46.1 µM]	6%[38.3 µM]
COc1ccc(C)cc1NC(=O)c1nnn(Cc2cccc(F)c2)c1N	0.0%	12%	2%	22%	?	-14%[46.1 µM]	25%[38.3 µM]
Cn1c(=NC(=O)CSCC(=O)N2CCCCC2)sc2ccccc21	-1.6%	-20%	-3%	5%	-3%	-8%[46.1 µM]	-7%[38.3 µM]
CC1=C(C(=O)OC(C)C)C(c2ccc(C)o2)C(C(=O)OC(C)C)=C(C)N1	0.2%	-2%[9.22 µM]	nt	-8%	nt	-56%	nt
Cc1ccc(C)c2[nH]c(=O)c(C(c3nnnn3Cc3ccco3)N3CCc4ccccc4C3)cc12 (stereo not drawn)	-0.7%	6%[9.22 µM]	0%	-14%	-2%	-15%[46.1 µM]	2%[38.3 µM]
Cc1ccc(C(=O)NCC(=O)NCC(=O)OCC(=O)c2ccc(Br)cc2)cc1	-0.9%	0%	-2%	8%	0%	7%	-4%
C=Cn1c(C(=O)O)cc(CC)c1-c1ccccc1	-1.6%	-6%	-3%	-5%	-5%	-17%[46.1 µM]	19%[38.3 µM]
CCCC(=O)Nc1ccc(C(=O)NNC(=O)c2ccccc2Br)cc1	-2.0%	9%	5%	8%	9%	-5%[46.1 µM]	-24%[38.3 µM]
COc1ccc(Cl)cc1-c1n[nH]c(=S)n1C	-1.0%	8%[1.84 µM]	1%	7%	-5%	2%[46.1 µM]	-5%[38.3 µM]
O=CNc1ccccc1Oc1ccccc1	0.0%	3%	-1%	0%	11%	-14%[46.1 µM]	22%[38.3 µM]
COc1ccc(OCCC(=O)OCC(=O)NCCC2=CCCCC2)cc1	-2.2%	4%	7%	?	?	4%	-12%
COc1ccc(-c2csc(NC(=O)c3cccc(S(=O)(=O)N4CCN(C)CC4)c3)n2)cc1	-1.1%	6%	4%	-5%	1%	-14%[46.1 µM]	17%[38.3 µM]
Cc1cc2[nH]c3ccccc3c2c(C)n1	-1.1%	?	-1%	3%	?	6%	7%
O=C(O)CCCC(=O)Nc1c(F)c(F)c(F)c(F)c1F	0.6%	1%[9.22 µM]	4%	-8%	1%	8%[46.1 µM]	-4%[38.3 µM]
Cc1oc(S(=O)(=O)N2CCCC2)cc1C(=O)Nc1ccc(F)cc1	0.1%	-7%[9.22 µM]	nt	9%	nt	16%	nt
COC(=O)Cc1cc(=O)n2[nH]c(C)cc2n1	-5.4%	3%	-1%	-8%	-13%	-5%[46.1 µM]	18%[38.3 µM]
Clc1ccc2c(N/N=C/c3ccc(Br)cc3)ccnc2c1	-0.8%	5%	-3%	-3%	?	?	12%
Clc1cccc(CSc2nnc(-c3ccccn3)n2Cc2ccco2)c1	-1.6%	-16%	9%	-15%	?	?	4%[38.3 µM]
COc1ccc(C(=O)NCC(=O)N2CCc3ccccc3C2)cc1	-2.6%	12%	1%	-20%	-9%[46 µM]	2%	4%
Cc1ccc(C(=O)COc2ccccc2C(=O)Nc2ccccc2)cc1	1.1%	-22%	-2%	-1%	?	-16%[46.1 µM]	-3%[38.3 µM]
CC(OC(=O)CCc1nc2ccccc2[nH]c1=O)c1ccccc1 (stereo not drawn)	-0.2%	12%	1%	6%	nt	-4%	2%
O=C(CSC1=NC(=O)C(c2ccccc2)C(=O)N1)Nc1ccccc1Cl (stereo not drawn)	0.7%	-6%	2%	4%	15%	0%[46.1 µM]	15%[38.3 µM]
CCOc1ccc(NC(=O)C2CC(=O)N=C(N)S2)cc1 (stereo not drawn)	0.1%	0%	-2%	3%	14%	-11%[46.1 µM]	23%[38.3 µM]
CS(=O)(=O)c1ccc(C(=O)NCC(c2ccco2)N2CCCCC2)cc1 (stereo not drawn)	-0.5%	10%	0%	17%	-10%[46 µM]	12%	12%
CC1(C)CC(=O)C2=C(C1)OC(N)=C(C#N)C2Cc1ccccc1 (stereo not drawn)	4.5%	2%	2%	14%	-3%	-7%[46.1 µM]	15%[38.3 µM]
CC1(C)CC(=O)C2=C(C1)N(c1ccccc1)C(N)=C(C#N)C2c1ccccc1 (stereo not drawn)	3.5%	4%	-1%	9%	-8%	-23%[46.1 µM]	4%
COc1ccc(NC(=O)C(=O)N/N=C(\C)CC(=O)Nc2ccccn2)c(OC)c1	3.7%	-19%[9.22 µM]	nt	-10%	nt	23%	nt
CCCc1cc(N2CCCC(C(=O)Nc3c(OC)cccc3OC)C2)n2ncnc2n1 (stereo not drawn)	-0.2%	18%	-5%	5%	9%	-3%[46.1 µM]	2%[38.3 µM]
O=C(CN1CCOCC1)NNc1c2ccccc2nc2ccccc12	2.5%	-13%[9.22 µM]	nt	25%	nt	?	nt
COc1ccc(CCNC(=O)c2ccco2)cc1OC	-1.4%	-4%[9.22 µM]	0%	-3%	nt	-3%	-2%
CCC(=O)NCc1nc2ccccc2n1Cc1ccccc1F	0.0%	15%	0%	0%	13%	-3%[46.1 µM]	-5%[38.3 µM]
COc1cc(C(=O)Nc2ccc3c(c2)OCCO3)c(-n2cnnn2)cc1OC	1.1%	4%	-5%	1%	-15%	-6%[46.1 µM]	-7%[38.3 µM]
CCCCOC(=O)CCc1nc2ccccc2[nH]1	-4.2%	-13%[9.22 µM]	3%	0%	16%	-4%[46.1 µM]	-5%[38.3 µM]
CC(=O)N1N=C(c2cccc(Br)c2)OC12CCCC2	-1.3%	5%	nt	0%	nt	11%	7%
O=C(COC(=O)c1ccc2c(c1)C(=O)N(Cc1ccncc1)C2=O)Nc1cccc2ccccc12	2.2%	2%	2%	-11%	9%[46 µM]	8%	9%
CCN(CC)S(=O)(=O)c1ccc(NC2c3ncccc3C(=O)N2Cc2ccccc2)cc1 (stereo not drawn)	0.0%	5%	-2%	-9%	-6%	-15%[46.1 µM]	8%[38.3 µM]
Cc1cc(C)cc(N(C(=O)C2CCCC2)C2C=CS(=O)(=O)C2)c1 (stereo not drawn)	-1.2%	-12%	-1%	-1%	5%	-18%[46.1 µM]	-12%[38.3 µM]
Cc1cc([N+](=O)[O-])cnc1NC(C)c1ccccc1 (stereo not drawn)	3.0%	?	2%	-1%	15%	-24%[46.1 µM]	9%[38.3 µM]
O=C(NC(=S)Nc1ccc(N2CCOCC2)cc1)c1ccco1	9.1%	-15%	-11%	-6%	-4%	10%	-6%
COc1ccc(/C=N/NC(=O)CNC(=O)C2COc3ccccc3O2)cc1OC (stereo not drawn)	1.1%	29%	-1%	2%	-4%	15%	12%
Cc1ccc2cc3cc(C(=O)NCCN4CCOCC4)oc3nc2c1	-0.8%	-7%	0%	-4%	-12%	4%[46.1 µM]	4%
CC1(C)CC(=O)c2sc(NC(=O)C3CC3)nc2C1	-0.4%	-13%	-2%	2%	-11%	12%[46.1 µM]	-21%[38.3 µM]
O=C(NCc1cccnc1)c1sc2ccccc2c1Cl	-0.9%	3%	3%	16%	-5%	-5%[46.1 µM]	-4%

Only KinaseGlo FLuc and NPSR antagonist (three entries from above):
molecule	KinaseGlo FLuc	NPSR antagonist
CCN(CC)S(=O)(=O)c1ccc(NC2c3ncccc3C(=O)N2Cc2ccccc2)cc1 (stereo not drawn)	-2%	-15%[46.1 µM]
Cc1cc(C)cc(N(C(=O)C2CCCC2)C2C=CS(=O)(=O)C2)c1 (stereo not drawn)	-1%	-18%[46.1 µM]
Cc1cc([N+](=O)[O-])cnc1NC(C)c1ccccc1 (stereo not drawn)	2%	-24%[46.1 µM]
